Screens: PubChem BioAssay, several laboratories
sdo1 growth: compounds rescuing growth of sdo1-depleted yeast, bone marrow failure model; S. cerevisiae sdo1-depleted JHY4D growth rescue, OD600 30 h; stronger effect = higher value; pdr5 snq2 efflux-pump mutant strain; z-score at 10 µM; 140,000 tested, 0.21% active; AID 817;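 active = z-score above 3 at both the 24 hr and the 30 hr optical density reads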;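 also: z-score against mean and SD of all compound wells on the same plate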
INS promoter inh: TRM-6 insulin promoter activity inhibition | TRM-6 cells (human fetal islet line), insulin promoter-eGFP reporter, imaging; reporter expression induced with tamoxifen | inhibition, % at 2 µM | 130,000 tested, 0.9% active | AID 1273;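 active = inhibition above the mean plus 3 SD, with well images judged a real hit on visual review, cut at about 60% in these data, passing the limit was not always enough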
sdo1 growth Rescue 24 h: recorded beside sdo1 growth, whose call it bears; z-score; S. cerevisiae sdo1-depleted JHY4D growth rescue, OD600; measured here: growth rescue at 24 h;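 0 is the plate mean of compound wells and units are plate SD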
* hit, by the source's call; / = not tested or not shown. A portion of the library (hit frequency here may not be typical).

SMILES	sdo1 growth	sdo1 growth Rescue 24 h	INS promoter inh
Cc1cccc(C(=O)Oc2ccc(/C=N/NC(=O)c3ccncc3)cc2)c1	/	/	-40
CN=C1SC(CC(=O)Nc2cccc(Cl)c2Cl)C(=O)N1C (stereo unspecified)	0.02	-0.09	/
COc1cccc(SCC2(O)CCN(C(=O)c3ccc(Cl)cc3)CC2)c1	/	/	46
COc1ccc(-c2nc(CN3CCCCC3c3nccn3C)c(C)o2)c(C)c1C (stereo unspecified)	/	/	-52
COc1ccc(NC(=O)CSc2nccn2-c2ccccc2)cc1	-0.67	-0.98	-9
CC(C)(C)c1n[nH]c(=S)n(N)c1=O	0.9	0.35	-31
COc1ccc2c(CC(=O)N3CCN(S(=O)(=O)c4cccs4)CC3)coc2c1	-0.08	0.45	/
CCC(CC)c1nc2cc(OC)c(OC)cc2c(=O)o1	0.5	0.28	/
CCCOc1ccc(N2C(=O)CC(NCc3ccncc3)C2=O)cc1 (stereo unspecified)	0.07	-0.5	50
O=C(O)c1ccc(/C=N/NC(=O)c2cc(-c3cccs3)nc3ccccc23)cc1	-0.64	-0.27	4
CCOC(=O)c1c(-c2ccc(C)o2)csc1NC(=S)NC(=O)N(C)C	0	-0.02	/
CC(C)Nc1c([N+](=O)[O-])c(=O)oc2ccccc12	/	/	-6
O=C(CCNS(=O)(=O)c1cccs1)N1CCCCCC1	0.66	0.46	27
O=C(O)CNCC1COc2ccccc2O1 (stereo unspecified)	1.1	1.3	-45
COc1ccc(NC(=O)Cc2c(Cl)cccc2Cl)cn1	/	/	-93
CC(C(=O)N1c2ccc(F)cc2CCC1C)N1C(=O)c2ccccc2C1=O (stereo unspecified)	-0.01	0	-8
CCOC(=O)Cn1c(=O)oc2cc(S(=O)(=O)NCCc3ccc(OCC)c(OCC)c3)ccc21	0.5	0.35	/
CC(=O)Nc1ccccc1C(=O)N1CC2(C)CC1CC(C)(C)C2 (stereo unspecified)	-0.23	-0.56	-19
Cc1cc(C)c(S(=O)(=O)c2ccccc2)c(OC(=O)c2c(Cl)cccc2Cl)n1	-1.6	-1.5	9
C/C(N)=C(/C#N)C(=O)CSc1nnc(COc2cc(C)ccc2C)o1	-0.08	0.93	-3
Cc1nc([N+](=O)[O-])nn1C12CC3CC(CC(Br)(C3)C1)C2	-0.16	-0.03	/
COc1ccc(-c2nn(C)c(=O)c3ccccc23)cc1NC(=O)COc1ccc(C)cc1	0.52	2.3	11
O=c1[nH]c(=O)n(Cc2ccco2)c2c1C(C(F)(F)F)(C(F)(F)F)N=C(CCC1CCCCC1)N2	-0.1	0.09	36
O=C(CNC(=O)c1ccco1)OCc1ccc(Cl)cc1	0.55	0.65	8
CCC(C)(C)C(=O)Nc1cccc(Cl)c1C	/	/	-30
CCc1c(C)sc(NC(=O)OC)c1C(N)=O	1.1	0.31	12
CCOc1ccccc1NC(=O)COC(=O)CNS(=O)(=O)c1ccc(C)cc1	-0.38	-0.43	44
CC(NC(=O)CC1Nc2ccccc2NC1=O)c1ccccc1 (stereo unspecified)	0.01	-0.5	/
COCCOc1cc(-n2ccnc2SC)c(Cl)cc1Cl	-0.72	-0.64	-4
Cc1ccc(-c2cc(C(=O)N3CCCc4ccccc43)c3ccccc3n2)cc1	-1.2	-0.88	7
CCOc1ccc(C(=O)NC(=S)NCc2cccnc2)cc1[N+](=O)[O-]	-0.08	1.4	-75
COC(=O)c1c(C(=O)OC)c2cc(C)ccn2c1Cl	11*	3.5*	-35
c1ccc(-c2oc3ncnc(N4CCOCC4)c3c2-c2ccccc2)cc1	-0.87	-0.29	-18
CCOC(=O)N1CCN(CC(O)c2ccc3cc[nH]c3c2)CC1 (stereo unspecified)	1.4	2	/
O=C(COC(=O)c1ccncc1)Nc1cc(Cl)c(Cl)cc1Cl	0.93	0.15	39
CCCN1Cc2cccc(C(=O)Nc3ccc4c(c3)OCCO4)c2C1=O	-1.5	-1.6	/
COc1ccc2oc(=Nc3ccccc3)c(-c3nc4ccccc4[nH]3)cc2c1	-0.15	0.77	/
COCCOC(=O)C1=C(C)N=C2SCCC(=O)N2C1/C=C/c1ccccc1 (stereo unspecified)	0.19	0.27	9
CN(C)S(=O)(=O)c1ccc(NC(=S)NC(=O)Cc2ccccc2)cc1	/	/	6
CC(C)C(C)(C#N)NC(=O)CSc1nc2scc(-c3ccccc3)c2c(=O)[nH]1 (stereo unspecified)	-0.09	-0.11	23
CCOC(=O)Cc1cc(=O)[nH]c(/N=C(/NC(=O)c2ccccc2)Nc2ccccc2C(F)(F)F)n1	-0.12	0.09	38
CCn1cc(C(=O)NCCCN2CC(C)CC(C)C2)c(=O)c2cc(S(=O)(=O)N(C)C)ccc21 (stereo unspecified)	1.3	1.3	/
Cc1oc(C)c2c(=O)ccc3c(c12)OC(N)=C(C#N)C3c1ccccc1Cl (stereo unspecified)	-1.3	0.12	/
C=CCn1c2ccccc2c2nnc(SCN3C(=O)c4ccccc4C3=O)nc21	-1.7	-1.1	/
O=C(c1cc(-c2ccco2)on1)N1CCc2ccccc2C1	-0.29	-0.48	/
Cc1nnc(SCC(=O)N2CCCC2)n(N)c1=O	/	/	-44
O=c1c2c(nc3n1CCCCC3)sc1c(O)cccc12	-1	-1.1	-33
CCOc1ccc(NC(=O)CCN2CCN(c3ccccc3OC)CC2)cc1	-0.03	-1.2	/
CCCCCSc1nnc(-c2ccccc2N)c(=O)[nH]1	-0.75	-0.3	-7
N#Cc1cc(Oc2ccc3ccccc3c2)c(-n2nnc3ccccc32)cc1C#N	-1.1	-0.16	17
New compounds follow
SMILES	sdo1 growth	sdo1 growth Rescue 24 h	INS promoter inh
Cn1c(-c2ccc(F)cc2)cnc1SCC(=O)NNC(=O)Cc1ccccc1	/	/	-28
O=C(C1CCCN(S(=O)(=O)c2ccc(F)cc2)C1)N(Cc1cccs1)C1CC1 (stereo unspecified)	-1.1	0.14	-19
O=C(O)c1cc(S(=O)(=O)N2CCCCC2)ccc1F	0.5	0.16	/
Nc1nc(SCC(=O)Nc2ccc([N+](=O)[O-])cc2Br)n[nH]1	1.3	0.05	25
Cc1cccc(NC(=O)C2CC(=O)n3cnnc3S2)c1 (stereo unspecified)	-0.73	-0.78	17
Cc1ccc(NC2=C(NCCO)C(=O)c3ccccc3C2=O)cc1	-1	-1	40
C=CCn1c(SCCOc2ccc(OC)cc2)nnc1C(C)NC(=O)c1ccc(OC)cc1 (stereo unspecified)	0.21	0.18	-10
COc1ccc(CCNC(=O)N2CCOCC2)cc1	1.1	0.38	-75
CCCc1nc(SCC(=O)Nc2ccc(S(=O)(=O)N(C)C)cc2)c2ccccc2n1	1.1	1.4	4
CCCCn1c(SCC(=O)N2CCN(c3ccccc3)CC2)nc2ccsc2c1=O	-1.4	-0.99	/
CC(=O)c1cccc(NC(=O)NCc2cccs2)c1	0.4	-0.1	7
CCOCc1nnc(NC(=O)c2cc(Cl)ccc2OC)s1	0.65	1.1	-27
CCOc1ccc(-n2c(SCc3cc(=O)oc4cc(C)c(C(C)C)cc34)nnc2-c2cccnc2)cc1	0.02	-0.44	-32
N#Cc1nc(-c2cccs2)oc1N1CCOCC1	-0.53	-0.88	-13
COC(=O)C1C(=O)NCC1c1ccc(OC)cc1 (stereo unspecified)	0.1	-0.33	-4
Cn1c(=O)c2c(nc(NC3CCCCC3)n2CC(O)COc2ccccc2)n(C)c1=O (stereo unspecified)	-0.9	-0.57	7
COc1ccccc1N1C(=O)c2cccc3c(C(=O)O)ccc(c23)C1=O	0.56	0.03	-13
O=C(N/N=C\c1cn(-c2ccccc2)nc1-c1ccccc1)c1ccc(Br)o1	-0.76	-0.09	-73
COC(=O)Cn1c(=NC(=O)c2ccc([N+](=O)[O-])s2)sc2cc(Br)ccc21	-2.3	-1.9	-25
O=C(Nc1cccc2c1CCCC2)c1ccc(Br)o1	-0.8	-1.3	27
O=C(N/N=C/c1cccnc1)c1ccccc1OCc1ccc(Br)cc1	/	/	44
CC(C)(C)c1ccccc1OCCCCN1CCCC1	-0.48	-0.85	-10
CC1C(C)C(O)(c2ccccc2)CCN1C (stereo unspecified)	1.4	1.4	-16
CCCc1nn(-c2cc(Cl)ccc2OC)c2c1C(=O)CCC2	-0.04	-0.01	/
COc1cc(/C=C2/NC(=O)N(Cc3ccccc3F)C2=O)ccc1Oc1ccc([N+](=O)[O-])cn1	-0.27	-0.07	39
O=C(NC(CO)c1ccccc1)c1ccco1 (stereo unspecified)	1.1	1.4	-19
COCCn1nnnc1CN1CCC(NC(=O)Nc2cccc(OC)c2)CC1	0.63	0.06	/
Cc1ccc(C(=O)C(NC(=O)c2ccco2)N2CCOCC2)cc1 (stereo unspecified)	0.66	0.54	25
COc1ccc(CCNC(=O)CSc2nncn2N)cc1OC	0.26	-0.29	-52
CC(C)(C)C(=O)Nc1cc(S(=O)(=O)N2CCCCC2)ccc1N1CCCCC1	/	/	-20
Cc1cc(CC(C)C)n(-c2nc3ccccc3c(=O)n2OCC(=O)N(C)C)n1	-0.32	0.31	15
COC(=O)C1=C(C)NC(C)=C(C(=O)OC)C1c1ccc(OC(=O)c2ccco2)cc1	10*	9.5*	29
O=C(NCc1ccco1)c1sc2ccccc2c1Cl	-0.71	-0.7	-12
Nc1nc2nc(-c3ccccc3)cc(=O)n2[nH]1	1.7	1.9	31
O=C(NCCSc1ccccn1)c1ccc(Cl)cc1	/	/	-48
COC(=O)NNC(=O)c1ccc(C(C)(C)C)cc1	0.2	-0.8	54
Cc1[nH]c2ccccc2c1SCc1ccccc1	/	/	-6
Cc1nc(N2CCN(C)CC2)c2cc(-c3ccccc3)sc2n1	/	/	18
Cc1nc2ncnn2c(C)c1CCC(=O)N1CCc2ccccc2C1	1.1	0.83	/
COC(=O)c1sccc1OC(C)C(C)=O (stereo unspecified)	0.46	0.18	35

2 of the compounds above, with values under each structure.
Screens in order – sdo1 growth | sdo1 growth Rescue 24 h | INS promoter inh
> Cc1nc2ncnn2c(C)c1CCC(=O)N1CCc2ccccc2C1
    1.1 | 0.83 | /
> O=C(NCCSc1ccccn1)c1ccc(Cl)cc1
    / | / | -48

More records.
SMILES	sdo1 growth	sdo1 growth Rescue 24 h	INS promoter inh
O=C(N/N=C/c1ccc(Br)s1)c1ccc([N+](=O)[O-])cc1	/	/	-125
CCOC(=O)N1CCN(S(=O)(=O)c2cccc3nonc23)CC1	0.63	0.63	/
O=C(c1ccc(F)cc1)N1CCC(N2CCCCCC2)CC1	0.91	0.81	/
O=c1oc2ccccc2cc1-c1cn2cccnc2n1	0.26	0.18	/
CC(=O)c1c(N)c(C#N)c(C)n1-c1ccc(Br)cc1	0.38	-0.59	0
CC(C)C(O)P(=O)(OCc1ccccc1)c1ccc(N(C)C)cc1 (stereo unspecified)	0.15	-0.47	-27
Cc1ccc(CC(=O)NCCS(=O)c2ccc(Cl)cc2)cc1 (stereo unspecified)	0.84	1.4	-24
CN(Cc1ccccc1)S(=O)(=O)c1ccc(NC(=S)NC(=O)C2CCCC2)cc1	-0.19	0.47	29
COc1ccccc1/C=N/NC(=O)CCn1cnc2ccccc21	1.1	0.04	-43
O=C(Nc1nc(-c2cc3ccccc3oc2=O)cs1)c1ccco1	-1	0.24	/
CCc1nc(N2CCCC2)c(C#N)c2c1CCCC2	-0.52	-0.03	14
Cc1ccccc1NS(=O)(=O)c1ccc(OCC(=O)N2CCCC2)cc1	1.8	-0.02	-431
Cc1onc(-c2ccccc2)c1C(=O)Nc1ccc(N2CCOCC2)cc1	0.85	0.36	16
CN(C)S(=O)(=O)Nc1ccc(C(=O)O)cc1	0.93	0.35	-36
CCCCCCCN1N=C(C)C(C(=O)c2ccccc2)C1=O (stereo unspecified)	0.68	-0.1	-17
COc1ccc(C(=O)Nc2ccc(C)cn2)c(OC)c1	-0.54	-0.25	29
CCc1ccc(C(C)NC(=O)/C=C/c2ccc(Br)cc2)cc1 (stereo unspecified)	-1	-0.47	37
Cc1c(NC(=O)CCC2CCCCC2)c(=O)n(-c2ccccc2)n1C	0.69	0.27	/
O=C(Nc1cccc(Cl)c1)C1CCCN(S(=O)(=O)c2ccc(F)cc2)C1 (stereo unspecified)	-1.2	-0.63	-360
CC(=O)NCc1ccc(S(=O)(=O)NC(C(=O)O)C(C)C)cc1 (stereo unspecified)	/	/	-59

Of the compounds above, 16 contain a Cl atom:
SMILES	sdo1 growth	sdo1 growth Rescue 24 h	INS promoter inh
CN=C1SC(CC(=O)Nc2cccc(Cl)c2Cl)C(=O)N1C (stereo unspecified)	0.02	-0.09	/
COc1cccc(SCC2(O)CCN(C(=O)c3ccc(Cl)cc3)CC2)c1	/	/	46
COc1ccc(NC(=O)Cc2c(Cl)cccc2Cl)cn1	/	/	-93
Cc1cc(C)c(S(=O)(=O)c2ccccc2)c(OC(=O)c2c(Cl)cccc2Cl)n1	-1.6	-1.5	9
O=C(CNC(=O)c1ccco1)OCc1ccc(Cl)cc1	0.55	0.65	8
CCC(C)(C)C(=O)Nc1cccc(Cl)c1C	/	/	-30
COCCOc1cc(-n2ccnc2SC)c(Cl)cc1Cl	-0.72	-0.64	-4
COC(=O)c1c(C(=O)OC)c2cc(C)ccn2c1Cl	11*	3.5*	-35
O=C(COC(=O)c1ccncc1)Nc1cc(Cl)c(Cl)cc1Cl	0.93	0.15	39
Cc1oc(C)c2c(=O)ccc3c(c12)OC(N)=C(C#N)C3c1ccccc1Cl (stereo unspecified)	-1.3	0.12	/
CCOCc1nnc(NC(=O)c2cc(Cl)ccc2OC)s1	0.65	1.1	-27
CCCc1nn(-c2cc(Cl)ccc2OC)c2c1C(=O)CCC2	-0.04	-0.01	/
O=C(NCc1ccco1)c1sc2ccccc2c1Cl	-0.71	-0.7	-12
O=C(NCCSc1ccccn1)c1ccc(Cl)cc1	/	/	-48
Cc1ccc(CC(=O)NCCS(=O)c2ccc(Cl)cc2)cc1 (stereo unspecified)	0.84	1.4	-24
O=C(Nc1cccc(Cl)c1)C1CCCN(S(=O)(=O)c2ccc(F)cc2)C1 (stereo unspecified)	-1.2	-0.63	-360
